HCV inh – blocks hepatitis C virus. Huh7.5.1 HCVcc-Cre infection, luciferase reporter, 44 h. Potency, µM (series often up to 41.8 µM), for the others: at the highest dose activity change, negative = inhibition, most hits filed as inhibitors. 3.4% of 340,000 active. AID 651820; note: potency is the fitted concentration of half-maximal effect
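Whole-lifecycle infectious HCVcc-Cre system; cells 1,000/well, compound then virus (~0.5 moi) added 4 h after plating, 44 h culture. Luciferase read 15 sec following 15 min substrate incubation, room temp.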
HCMV inh – human cytomegalovirus inhibition; 4.5% of 410,000 active; HFF cells, HCMV-luciferase reporter, 72 h; stronger effect = lower value; activity change, negative = inhibition, % at 57.5 µM; in the data active = activity change below about -60%; inconclusive = no clear call, values can overlap the other calls; inactive = above about -39%
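Steps: HFFs plated, 16 h 37C; compounds added; HCMV-luciferase added to MOI 1 PFU/cell; 72 h 37C; OneGlo reagent, 5 min room temperature; luminescence read, normalized to controls.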
AmpC inh detg – inhibitors of E. coli AmpC beta-lactamase with detergent; P00811; AmpC hydrolysis of nitrocefin, absorbance 480 nm, 0.01% Triton; Potency, µM (doses to about 114 µM), for the others: at the top dose activity change, negative = inhibition, usual class: inhibitors; 0.041% of 370,000 active; AID 485294;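 note: potency is the fitted concentration of half-maximal effect; 0% = no-compound wells and -100% = no-enzyme wells; nearly all actives have a fitted effect of over 25% in size; some results filed as inactive show a strong effect at the top dose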
Target sequence (P00811 whole entry, looked up): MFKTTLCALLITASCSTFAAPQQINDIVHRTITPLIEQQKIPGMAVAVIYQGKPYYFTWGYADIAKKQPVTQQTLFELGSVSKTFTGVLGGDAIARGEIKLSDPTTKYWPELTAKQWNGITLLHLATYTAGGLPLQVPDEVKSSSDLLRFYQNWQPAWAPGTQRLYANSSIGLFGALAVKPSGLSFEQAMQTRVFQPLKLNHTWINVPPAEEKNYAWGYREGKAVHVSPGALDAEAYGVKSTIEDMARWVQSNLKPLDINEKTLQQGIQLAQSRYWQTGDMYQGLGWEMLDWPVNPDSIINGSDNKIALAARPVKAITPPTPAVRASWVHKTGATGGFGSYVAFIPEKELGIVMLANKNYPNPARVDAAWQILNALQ
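20 mM phosphate pH 7.0 + 0.01% (detergent screen) or 0.0001% Triton X-100; 5.3 nM AmpC reagent; cpd preinc 15 min RT; nitrocefin (800 uM stock) to start; A480 q20 s × 4 min; Activity was normalised to no-enzyme and no-compound control wells.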
Sm TGR block – blocks Schistosoma mansoni thioredoxin glutathione reductase; purified TGR, DTNB reduction, TNB absorbance 405 nm; Potency, µM (top dose mostly 114 µM), inactives show at the highest dose activity change, negative = inhibition, hits mostly inhibitors; 3% of 360,000 active; AID 485364; note: potency is the fitted concentration of half-maximal effect; nearly all actives have a fitted effect of over 60% in size
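TGR 20 nM + NADPH 100 uM (dispensed conc.), cpd preinc 15 min RT; start with NADPH (500 uM addition) then DTNB (15 mM addition). Kinetic TNB absorbance, 405 nm filter. Four-parameter Hill fit across titration.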
AmpC no deterg – AmpC beta-lactamase inhibition without detergent. AID 485341. AmpC nitrocefin hydrolysis, absorbance 480 nm, 0.0001% Triton. 0.52% of 330,000 active. Potency, µM (top dose mostly 57.1 µM), inactives show top-dose activity change, negative = inhibition, actives largely listed as inhibitors. P00811;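 note: potency is the fitted concentration of half-maximal effect; plate controls were no compound for no effect and no enzyme for full effect; nearly all actives have a fitted effect of over 20% in size; some results filed as inactive show a strong effect at the top dose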
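20 mM phosphate pH 7.0 + 0.01% (detergent screen) or 0.0001% Triton X-100; 5.3 nM AmpC reagent; cpd preinc 15 min RT; nitrocefin (800 uM stock) to start; A480 q20 s × 4 min; Activity was normalised to no-enzyme and no-compound control wells.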
Giardia FBPA inh – Giardia lamblia aldolase inhibition. purified Giardia FBPA. Potency, µM (titrated, usually from 59.6 µM), for the others: top-dose activity, negative = inhibition, usual class: inhibitors. 0.71% of 290,000 active. AID 2451; note: potency is the fitted concentration of half-maximal effect; nearly all actives have a fitted effect of over 55% in size
Target sequence (A8B2U2 whole entry, looked up): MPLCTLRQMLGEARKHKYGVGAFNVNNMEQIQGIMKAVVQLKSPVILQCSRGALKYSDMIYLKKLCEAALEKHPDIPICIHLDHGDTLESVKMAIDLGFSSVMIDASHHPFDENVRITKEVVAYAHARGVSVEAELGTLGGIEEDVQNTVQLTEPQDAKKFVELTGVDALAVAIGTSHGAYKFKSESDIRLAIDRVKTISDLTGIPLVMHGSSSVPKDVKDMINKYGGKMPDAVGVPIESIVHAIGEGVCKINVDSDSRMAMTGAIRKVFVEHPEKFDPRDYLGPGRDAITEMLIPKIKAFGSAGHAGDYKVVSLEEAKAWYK
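40 nM FBPA preincubated 10 min at RT with compound (up to 57.5 uM final), then substrate plus GAPDH/TPI/NAD/arsenate coupling and diaphorase/resazurin added. Fluorescence read after 20 min at RT, 525/598 nm.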
* = called active by the depositor; ? = inconclusive; . = no result given; & = joins results of further samples; [ ] = dose if it differs, or a comment. Unless noted, calls come from the whole dose curve; as a rule, active = well fitted curve in the direction sought with a large enough effect; inconclusive = small, poorly fitted or top-dose-only effect, or another doubt; inactive = no such curve, though single readings can be large; an effect the other way counts as inactive or inconclusive. Unless noted, % is set by controls: 0 for no effect and ±100 for the full control effect.

compound	HCV inh	HCMV inh	AmpC inh detg	Sm TGR block	AmpC no deterg	Giardia FBPA inh
CCOc1ccc(C2CC(=O)N(Nc3ccc([N+](=O)[O-])cc3[N+](=O)[O-])C2=O)cc1 (stereo not drawn)	-19%	38	6%	6%	-24%	1%
COc1ccc(NC(=S)Nc2cccc3ccccc23)cc1OC	-22%	-9	-10%	-1%	-18%	-29%
CC(Sc1ccccn1)C(=O)Nc1ccccc1 (stereo not drawn)	-2%	14	-7%	0%	-9%	-3%
O=S(=O)(Cc1ccccc1)N1CCc2ccccc21	-5%	.	4%	?	-16%	-16%
COc1cccc(N2CCN(C(=O)CC(NC(=O)c3ccccc3)c3ccccc3)CC2)c1 (stereo not drawn)	-4%	-26	-1%	1%	15%	.
Cc1c(C(=O)OCC(=O)NCc2ccco2)oc2ccccc12	6%	?	3%	-10%	-22%	.
COc1cc(Cl)c(CN2CCCC(CO)(Cc3ccccc3F)C2)cc1OC (stereo not drawn)	-16%	-7	1%	-2%	97%[activator]	-9%
Cc1cc(C)c(S(=O)(=O)N/N=C/c2ccc3c(c2)OCO3)c(C)c1	-3%	10	-7%	4%	-26%	-15%
Cc1ccccc1N(C(=O)Cc1cccs1)C(C(=O)NCC1CCCO1)c1cccnc1 (stereo not drawn)	6%	5	?	-24%	37%	6%
CCn1c(=N)n(CC(=O)C(C)(C)C)c2ccccc21	6%	11	3%	-3%	39%	1%
Cc1ccc(CCNC(=O)C2CCC(=O)N2CCc2ccccc2)cc1 (stereo not drawn)	0%	-7	-11%	6%	17%	3%
N#CC1=C2N=C(N)c3ccccc3N2C2=C(C(=O)CCC2)C1c1cccc(Cl)c1 (stereo not drawn)	?	-70*	-12%	-11%	-46%	-10%
COc1cccc(C2c3[nH]c4ccccc4c3CCN2Cc2cccc(C)n2)c1 (stereo not drawn)	-13%	18	9%	?	41%	-12%
CCOC(=O)CSC1=C(C#N)C(c2ccccc2)C(C(C)=O)=C(C)N1 (stereo not drawn)	?	-20	-9%	?	6%	-19%
Cc1cccc(C(=O)N=c2c(C#N)cc3c(=O)n4cccc(C)c4nc3n2Cc2ccco2)c1	5.6µM*	-31&-16	?	45µM*	-21%	-22%
CCN(CC)CCn1c(NS(=O)(=O)c2ccc(Cl)cc2)nc2ccccc21	-21%	-20	-19%	-28%	-16%	-8%
CCOc1ccccc1OCC(=O)Nc1ccc(Cl)cc1C(=O)c1ccccc1	?	?	-4%	0%	-12%	2%
COc1ccc(Cn2nnnc2CN(Cc2cc3cc(C)ccc3[nH]c2=O)C2CCCC2)cc1	?	-14	?	35µM*	-33%	-26%
COc1ccc(NC(=O)c2ccc(-n3cccn3)c([N+](=O)[O-])c2)cc1	-29%	-13	-13%	40µM*	-30%	-16%
CCOC(=O)C1C(=O)CC(C)(O)C(C(=O)OCC)C1c1cc(Br)ccc1OC (stereo not drawn)	9%	71	-22%	-4%	80%[activator]	-1%
COc1cc(CC(NC(C)=O)C(=O)NC2CCN(C(=O)Nc3ccc(C)cc3)CC2)cc(OC)c1 (stereo not drawn)	-15%	15	5%	5%	50%	.
CC(=O)N(Cc1ccc(F)cc1)C1=C(NCCc2ccccc2)C(=O)c2ccccc2C1=O	10µM*	-100*	-10%	?	85%[activator]	?
O=C(Cc1ccccc1)Nc1ccc(NC(=O)c2ccco2)cc1Cl	-9%	-17	-2%	-3%	-16%	3%
CN(C)c1nc(SCCOC(=O)Nc2ccccc2)nc(N(C)C)n1	-10%	-36	0%	-2%	28%	-12%
O=C(Nc1ccc(NC(=O)c2cccs2)cn1)c1ccco1	-1%	17	-3%	4%	-16%	-6%

Five compounds from above with just HCV inh.
Compound | HCV inh
CCn1c(=N)n(CC(=O)C(C)(C)C)c2ccccc21 | 6%
Cc1c(C(=O)OCC(=O)NCc2ccco2)oc2ccccc12 | 6%
COc1cc(Cl)c(CN2CCCC(CO)(Cc3ccccc3F)C2)cc1OC (stereo not drawn) | -16%
Cc1ccc(CCNC(=O)C2CCC(=O)N2CCc2ccccc2)cc1 (stereo not drawn) | 0%
CC(Sc1ccccn1)C(=O)Nc1ccccc1 (stereo not drawn) | -2%

(further entries)
compound	HCV inh	HCMV inh	AmpC inh detg	Sm TGR block	AmpC no deterg	Giardia FBPA inh
CCCCC1=NN(C(=O)c2cccnc2)C(O)(C(F)(F)F)C1 (stereo not drawn)	?	2	?	6%	-9%	3%
CCN(CC)CC(O)CN(c1ccccc1)S(=O)(=O)c1ccc2ccccc2c1 (stereo not drawn)	7%	-67*	-13%	-3%	43%	-4%
N[C@@H](CCl)C(=O)O	11%	2	.	.	.	3%
COc1ccc(N(CC(=O)N/N=C/c2ccc(F)cc2)S(=O)(=O)c2ccccc2)cc1	-3%	-69*	0%	-4%	-36%	-2%
Cc1ccc(C(C)C)c(OCC(=O)Nc2ccc3c(c2)nc(CN2CCCC2)n3C)c1	?	-22	-10%	0%	162%[activator]	-6%
O=C(O)CSCC(=O)N1N=C2/C(=C/c3ccccc3)CCCC2C1c1ccccc1 (stereo not drawn)	7%	16	-6%	2%	-12%	10%
Cc1cc(OCC(=O)NCc2ccccn2)c2c(C)c(Cc3ccccc3)c(=O)oc2c1	?	-20	-5%	6%	52%	1%
O=[N+]([O-])/C=C1\NCCN1Cc1ccc(Cl)nc1	0%&11%	46&7	?	6%&1%	-13%&-13%	-5%&0%
CC(=O)NCC1(O)CCCC(C)C1 (stereo not drawn)	8%	45	-6%	29%	-15%	0%
CN(C)c1nc(N)nc(-c2cccnc2)n1	-6%	11	?	5%	-7%	1%
COc1ccc(OC)c2[nH]c(=O)c(CCNC(=O)C(C)C)cc12	-4%	-27	?	0%	10µM*	-30%
COc1cc(C(=O)NCC2(N(C)C)CCCCC2)ccc1OCc1ccccc1	?	-17	-1%	-4%	39%	-4%
COc1cccc(CC(=O)NCc2ccc3c(c2)CCN3C(C)=O)c1	.	-3	10%	-2%	.	.
CCOc1ncnc2c1sc1nc(C)cc(C)c12	2%	-6	-2%	34%	-20%	5%
Cc1ccc(C)c(C(=O)O/N=C(\N)c2ccc(Br)cc2)c1	?	260	-15%	12%	-39%	0%
COc1cc(C(=O)Nc2ccc(N3CCOCC3)cc2)ccc1OCc1c(C)noc1C	?	-30	-8%	-17%	12%	3%
O=C(NC1C2CCCC1CN(C1CC1)C2)c1ccc(Cl)cc1 (stereo not drawn)	?	-64*	-14%	80%[activator]	-30%	-24%
CSCCC(NC(=O)c1ccco1)C(=O)N(C)CC(=O)Nc1ccccc1Br (stereo not drawn)	5%	5	0%	3%	-4%	.
Cc1c(NP(=O)(C(C)(C)C)C(C)(C)C)c(=O)n(-c2ccccc2)n1C	19%	-17	?	8%	-10%[11.4 µM]	1%
COc1cc2c(cc1OC)C(c1cccc(Br)c1)NC(=O)C2 (stereo not drawn)	3%	68	-17%	4%	-15%	8%
O=C(Cc1ccc([N+](=O)[O-])cc1)Nc1ccc(C(=O)N2CCOCC2)cc1	9%	.	-13%	-12%	-11%	.
COC(OC)C12c3ccccc3C(c3ccccc31)C1C(=O)N(c3cccnc3)C(=O)C12 (stereo not drawn)	1%	?	3%	-3%	91%[activator]	0%
Cc1ccc(OCCn2cc(C=O)c3ccccc32)cc1	18%	54	-4%	1%	-19%	1%
CCOC(=O)N/N=C/c1c(C)nn(-c2ccccc2Cl)c1Cl	?	37	-15%	3%	-14%	-3%
Cc1cccc(NS(=O)(=O)c2ccc3c(c2)n(C)c(=O)n3C)c1C	.	53	3%	12%	.	.

In a second layout: two of the compounds above.
> COc1cccc(CC(=O)NCc2ccc3c(c2)CCN3C(C)=O)c1
  HCV inh: . | HCMV inh: -3 | AmpC inh detg: 10% | Sm TGR block: -2% | AmpC no deterg: . | Giardia FBPA inh: .

> CCOc1ncnc2c1sc1nc(C)cc(C)c12
  HCV inh: 2% | HCMV inh: -6 | AmpC inh detg: -2% | Sm TGR block: 34% | AmpC no deterg: -20% | Giardia FBPA inh: 5%

Continuation.
compound	HCV inh	HCMV inh	AmpC inh detg	Sm TGR block	AmpC no deterg	Giardia FBPA inh
Cn1c(O)c(C=Nc2cccc(C(F)(F)F)c2)c(=O)n(C)c1=O	5%	-22	5%	5%	-13%	3%
CCC1CCCCN1S(=O)(=O)c1ccc(C(=O)Nc2nnc(-c3ccccc3Cl)o2)cc1 (stereo not drawn)	?	.	-4%	9%	-28%	?
CCOC(=O)[C@H]1[C@H]2COc3ccc(OC)cc3[C@@H]2N2C(=O)c3cc(C)ccc3NC(=O)[C@@]12C	-17%	-62*	-2%	0%	-28%	.
Cc1nnc(SCC(=O)Nc2cc(C(N)=O)cc(C(N)=O)c2)n1-c1ccccc1	11%	22	-8%	-7%	-6%	15%
COc1ccc(-c2cc(C(=O)N(C)Cc3ccccc3)no2)cc1OC	3%	-33	-3%	-15%	121%[activator]	-1%
O=C(CSc1nc2ccccc2[nH]1)Nc1ccc2[nH]c(=O)[nH]c2c1	-16%	44	-3%	-18%	-13%	.
CCOc1ccc(N(CC(=O)Nc2ccc(C)cc2)S(=O)(=O)c2c(C)[nH]c(=O)[nH]c2=O)cc1	16%	-4	0%	26%	-20%	8%
CCOC(=O)Cc1csc(Nc2ccc(Cl)cc2)n1	?	-72*	-8%	-3%	-17%	2%
CN(C)CCCNc1ncnc2c1cnn2-c1ccccc1	-30%	.	-5%	5%	-1%	-6%
CC(C)(C)N(NC(=O)c1ccccc1)C(=O)c1cccc(C(=O)N(NC(=O)c2ccccc2)C(C)(C)C)c1	15%	-18	6%	8%	-1%	4%
Cc1ccccc1-c1nc(CS(=O)(=O)CC(=O)Nc2cccc(C(F)(F)F)c2)c(C)o1	.	-39	-10%	?	.	.
Cc1ccc(NC(=O)C2COc3ccccc3O2)nc1 (stereo not drawn)	21%	86	6%	-2%	-35%	6%
Cc1ccnc(SCC(=O)Nc2cc(C)on2)n1	9%	54	7%	-2%	-7%	.
COc1ccc(CN(C(C)=O)c2ccccc2C(=O)O)cc1	9%	-22	2%	2%	-1%	8%
Cc1[nH]c2ccc(C(=O)O)cc2c1C	17%	-28	-9%	-1%	-10%	-3%
COc1ccc(CC(=O)N(Cc2ccccc2)C(C)C)cc1	-4%	-17	9%	8%	40%	-2%
CCc1nc2ccccc2c(=O)n1-c1ccc2ccccc2c1	-25%	?	?	-7%	-7%	-6%
CCn1c(Cn2nnc(-c3ccccc3)n2)nnc1SCC(=O)Nc1cccc(C)c1C	-21%	3	-16%	3%	63%[activator]	0%
CC(C)n1c(SCC(=O)NC2CC2)nnc1-c1ccco1	-5%	18	2%	-22%	3%	.
Cc1ccc(C(=O)OCC(=O)N2C(C)CCCC2C)s1 (stereo not drawn)	36%[activator]	-8	?	4%	-17%	.
COc1cc2nc(CN3CCN(S(=O)(=O)c4cc(C)ccc4C)CC3)[nH]c(=O)c2cc1OC	-22%	0	.	.	38%	.

Screening data: PubChem BioAssay, National Center for Advancing Translational Sciences (NCATS)
